PfG6PD inh – PfG6PD (Plasmodium falciparum) enzyme inhibition; PfGluPho enzyme, NADPH resazurin-diaphorase fluorescence; inhibition, % at 20 µM; actives 0.78% (n = 350,000);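 active means inhibition reaching at least a set limit at 20 µM in the primary screen, cut at about 59% in these data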;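 further: 0% = DMSO wells with substrate and 100% = DMSO wells lacking glucose-6-phosphate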
MPTP inh – inhibitors of mitochondrial permeability transition pore; isolated mouse mitochondria, Ca2+ swelling absorbance, 30 min; actives 1.4% (n = 360,000); AID 602449; inhibition, % at 10 µM;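 active means inhibition of 50% or more, scaled per plate between neutral and stimulator controls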;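 further: 0% = DMSO wells given calcium and 100% = 1 mM EGTA wells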
ATG4B inh – ATG4B (human) cysteine protease inhibition; Q9Y4P1; actives 0.51% (n = 340,000); inhibition, % at 8.33 µM; AID 504462; ATG4B cleavage of LC3-PLA2, NBD-HPC fluorescence, 1 h; in the data active means inhibition above about 40%
GRIN3A LBD mod – modulators (binders) of human NR3A ligand-binding domain. NR3A LBD differential scanning fluorimetry, Tm shift; 0% = protein alone, 100% = glycine-bound protein. Tm shift relative to glycine control, % at 25 µM. actives 2.5% (n = 340,000);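 active means melting temperature shift of at least 10% of the positive control shift, at one fixed dose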
SENP7 block – inhibitors of human SENP7 protease | recombinant SENP7, Z-RLRGG-aminoluciferin luminescence, 40 min | Q9BQF6 | actives 1.5% (n = 330,000) | AID 434973 | inhibition, % at 5 µM;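 active means inhibition above about 50% at the single test dose, limit read from the data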;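 further: plate controls were DMSO with enzyme for no effect and no enzyme buffer wells for full effect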
HKDC1 inhibitor – HKDC1 (human) hexokinase inhibition | Q2TB90 | inhibition, % at 20 µM | AID 493160 | recombinant HKDC1, G6PDH/diaphorase resazurin coupled fluorescence | actives 0.16% (n = 340,000);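 active means inhibition above about 35% when tested at 20 µM, limit read from the data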;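 further: plate controls were DMSO wells with enzyme for no effect and DMSO wells lacking enzyme for full effect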
Target sequence (Q2TB90 whole entry, looked up): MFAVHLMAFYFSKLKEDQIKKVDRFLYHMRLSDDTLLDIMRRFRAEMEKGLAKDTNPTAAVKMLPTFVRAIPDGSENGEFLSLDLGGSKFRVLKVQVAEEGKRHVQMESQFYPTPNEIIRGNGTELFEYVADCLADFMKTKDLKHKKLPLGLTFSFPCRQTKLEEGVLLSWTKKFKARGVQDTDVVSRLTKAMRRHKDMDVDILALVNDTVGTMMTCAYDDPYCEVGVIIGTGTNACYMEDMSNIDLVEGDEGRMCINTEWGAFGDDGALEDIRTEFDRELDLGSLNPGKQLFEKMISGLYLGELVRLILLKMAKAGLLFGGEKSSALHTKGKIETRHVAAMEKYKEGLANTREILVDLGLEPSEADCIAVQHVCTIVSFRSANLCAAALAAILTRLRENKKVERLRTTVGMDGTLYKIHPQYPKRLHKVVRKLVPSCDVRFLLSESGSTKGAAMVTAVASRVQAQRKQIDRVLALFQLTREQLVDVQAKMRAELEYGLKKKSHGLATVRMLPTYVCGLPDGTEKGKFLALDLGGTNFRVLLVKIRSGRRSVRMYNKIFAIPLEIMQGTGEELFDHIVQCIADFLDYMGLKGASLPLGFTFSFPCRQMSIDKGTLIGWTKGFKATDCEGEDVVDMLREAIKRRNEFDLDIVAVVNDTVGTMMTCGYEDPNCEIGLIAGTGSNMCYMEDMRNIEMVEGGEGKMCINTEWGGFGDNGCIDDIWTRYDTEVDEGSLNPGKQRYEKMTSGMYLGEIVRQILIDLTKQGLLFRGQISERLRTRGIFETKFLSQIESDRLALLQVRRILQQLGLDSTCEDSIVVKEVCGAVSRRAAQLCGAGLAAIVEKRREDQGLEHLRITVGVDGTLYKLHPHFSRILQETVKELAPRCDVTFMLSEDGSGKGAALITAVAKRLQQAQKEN
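Material: recombinant HKDC1 hexokinase; Amount: HKDC1 at 5 µg/mL; Medium: Tris pH 8.0 buffer with MgCl2, Tween-20, BSA, BME; Schedule: 90 min reaction incubation at room temperature, dark; Technique: coupled resazurin fluorescence, excitation 525 nm, emission 613 nm.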
SENP8 block – blocks human SENP8 cleavage of Nedd8 substrate | actives 0.64% (n = 360,000) | Q96LD8 | recombinant SENP8, Nedd8 substrate fluorescence | AID 602440 | inhibition, % at 20 µM; in the data active means inhibition mostly above about 40%, no sharp cut-off; inactive means mostly below about 27%
SENP6 block – inhibitors of human SENP6 protease. Q9GZR1. Recombinant SENP6 catalytic domain, aminoluciferin luminescence. inhibition, % at 10 µM. actives 1.8% (n = 330,000);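 active means inhibition above about 50% at the single tested dose, limit read from the data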;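 further: plate controls were DMSO wells with enzyme for no effect and DMSO wells lacking enzyme for full effect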
The depositor's hits bear a star; x = no result given.

Results follow in this order: PfG6PD inh, MPTP inh, ATG4B inh, GRIN3A LBD mod, SENP7 block, HKDC1 inhibitor, SENP8 block, SENP6 block
1	COC(=O)C1=C(C)N(CCc2ccc(OC)c(OC)c2)C(=O)/C1=C\c1ccc(O)cc1
    22, 1.1, -8, -1, -9, -4, 14, -13
2	COc1ccc(Cl)cc1NC(=O)/C=C/C(=O)O
    -5, -2.2, -4, 1, -14, -3, 17, -34
3	O=C(N/N=C/c1ccc(O)cc1O)c1ccc(CN2C(=O)c3cccc4cccc2c34)cc1
    38, 0.0, 7, 20*, -1, -41, -412, -3
4	COc1ccc(Cl)cc1N(C(=O)c1ccco1)C(C(=O)NC1CCCC1)c1ccncc1 (configuration not stated)
    -3, -1.1, -3, 1, 3, 0, 6, -6
5	CNC(=S)Nc1cccc(S(=O)(=O)NC2=NCCC2)c1
    0, -2.6, -9, 1, 3, -7, 21, 0
6	COc1ccccc1C(=O)NC(CCSC)C(=O)NC1CC1 (configuration not stated)
    4, -1.5, -6, 1, -1, -5, 10, -4
7	Fc1ccccc1CN1CCN(c2ncccn2)CC1
    -5, -1.1, -9, 3, -1, -4, 2, -2
8	O=C(CSc1nnc(-c2ccncc2)n1CC1CCCO1)Nc1ccccc1Cl (configuration not stated)
    -20, -1.6, 6, 0, -7, -7, 7, 3
9	O=C(NCc1ccco1)C1CC(=O)N(c2ccc(Cl)cc2)C1 (configuration not stated)
    2, -0.6, 0, 0, -1, 1, 3, -18
10	COc1cc(C(=O)NC(c2ccccc2)c2ccccc2)cc(OC)c1C
    9, 1.3, 2, 1, 1, -5, 4, -15
11	Cc1[nH]c(C(=O)N/N=C/c2ccc(C(=O)O)cc2)c(C)c1C(=O)N/N=C/c1ccc(C(=O)O)cc1
    11, 1.7, 11, 0, -5, -6, 1, 4
12	CCOC(=O)c1c(/N=C/N(C)C)sc(C(=O)OC)c1C
    0, 0.7, 1, 2, -2, -7, 8, -4
13	CS(=O)(=O)N(CCC(=O)O)Cc1ccccc1
    6, -1.5, 2, 1, 6, -11, 1, 2
14	CC1Oc2ccccc2C=C1/C=N\NC(=O)c1cccnc1 (configuration not stated)
    -3, 1.3, 4, -1, 3, -3, -443, -13
15	CC(C)(C)N(Cc1ccccc1)C(=O)CCc1ccccc1
    -27, 1.9, 16, 0, 1, 14, -5, -12
16	O=[N+]([O-])c1ccccc1CN1CCN(Cc2c[nH]c3ccccc23)CC1
    -2, x, -2, 0, 4, -6, x, 11
17	COCCN(C(=O)COC(=O)COc1ccc2c(c1)CCC2)c1c(N)n(Cc2ccccc2)c(=O)[nH]c1=O
    13, -2.4, -4, 0, -1, -8, 5, -17
18	Cn1c(SCC(=O)c2cccs2)nnc1-c1ccco1
    18, 0.4, -7, -8, -16, -9, 4, -18
19	O=c1cc(C2CCCCC2)[nH]c(=O)[nH]1
    4, -0.5, -5, 1, x, -6, 7, x
20	CC(C)CCn1c(NCCN(C)C)nc2c1c(=O)[nH]c(=O)n2C
    -16, 0.1, -7, -2, 5, -5, 20, 12

A few values from above.
entry 6 in HKDC1 inhibitor reads -5
entry 1 in PfG6PD inh reads 22
entry 12 in HKDC1 inhibitor reads -7

4 entries from above in another layout.
nr | SMILES | PfG6PD inh | MPTP inh | ATG4B inh | GRIN3A LBD mod | SENP7 block | HKDC1 inhibitor | SENP8 block | SENP6 block
17 | COCCN(C(=O)COC(=O)COc1ccc2c(c1)CCC2)c1c(N)n(Cc2ccccc2)c(=O)[nH]c1=O | 13 | -2.4 | -4 | 0 | -1 | -8 | 5 | -17
18 | Cn1c(SCC(=O)c2cccs2)nnc1-c1ccco1 | 18 | 0.4 | -7 | -8 | -16 | -9 | 4 | -18
19 | O=c1cc(C2CCCCC2)[nH]c(=O)[nH]1 | 4 | -0.5 | -5 | 1 | x | -6 | 7 | x
20 | CC(C)CCn1c(NCCN(C)C)nc2c1c(=O)[nH]c(=O)n2C | -16 | 0.1 | -7 | -2 | 5 | -5 | 20 | 12

The main list resumes; the four compounds before the break are reprinted first.
Results follow in this order: PfG6PD inh, MPTP inh, ATG4B inh, GRIN3A LBD mod, SENP7 block, HKDC1 inhibitor, SENP8 block, SENP6 block
17	COCCN(C(=O)COC(=O)COc1ccc2c(c1)CCC2)c1c(N)n(Cc2ccccc2)c(=O)[nH]c1=O
    13, -2.4, -4, 0, -1, -8, 5, -17
18	Cn1c(SCC(=O)c2cccs2)nnc1-c1ccco1
    18, 0.4, -7, -8, -16, -9, 4, -18
19	O=c1cc(C2CCCCC2)[nH]c(=O)[nH]1
    4, -0.5, -5, 1, x, -6, 7, x
20	CC(C)CCn1c(NCCN(C)C)nc2c1c(=O)[nH]c(=O)n2C
    -16, 0.1, -7, -2, 5, -5, 20, 12
21	O=C(C1CCC1)N(CCc1ccccc1)Cc1nc2ccccc2c(=O)[nH]1
    8, -0.4, -9, 1, 6, -2, 7, -22
22	CC(=O)NC(Cc1ccccc1)C(=O)Oc1ccc2ccccc2c1 (configuration not stated)
    9, 1.0, 0, 1, x, 11, 11, x
23	O=C(CNC(=O)c1cccnc1)N/N=C/c1cc(Br)c(O)c(Br)c1
    5, -0.4, -3, -5, 0, -1, -204, 10
24	CCOC(=O)c1c(C)[nH]c(C(=O)COC(=O)CSC)c1C
    -17, 2.0, -4, 4, 5, -5, -9, -10
25	Fc1ccc(-c2cc3nc(-c4ccccc4)cc(N4CCN(CCN5CCOCC5)CC4)n3n2)cc1
    40, -0.5, -21, 2, x, -5, -293, x
26	O=C(O)COc1ccccc1/C=N/NC(=O)CSc1nc2ccccc2c(=O)n1-c1ccccc1
    -28, 3.4, 15, 0, -4, 1, 8, -2
27	Nn1c(SCC(=O)Nc2ccccc2F)nnc1-c1cccs1
    8, 0.7, 1, x, -8, -5, 2, 2
28	O=C(c1cccc(C(F)(F)F)c1)N1CCOC12CCN(c1ncc(C(F)(F)F)cc1Cl)CC2
    -4, 9.4, 4, 0, -9, 5, 33, 5
29	CN(C)c1ccc(C(CNS(=O)(=O)c2ccc([N+](=O)[O-])cc2)N2CCCC2)cc1 (configuration not stated)
    -11, 7.7, 1, 1, -10, -5, 16, -15
30	COc1ccc(CC(=O)OCC(=O)N2N=C(c3ccccc3)CC2c2ccc(OC)cc2)cc1 (configuration not stated)
    5, 0.9, -6, -1, -1, 3, 11, -12
31	CNC(=O)C1(C)C=CC2(CCCCC2)N1C(=O)OC (configuration not stated)
    -1, -0.9, -7, -1, -2, -4, 12, 5
32	CC(=O)c1cnn(-c2ccc(Cl)cc2)c1C
    6, -0.9, -3, -1, 3, -5, 4, -8
33	COC(=O)c1cccc(C23CC4(C2)[C@H](CN(C)[C@@H]4c2ccccc2)C3c2ccc(C(F)(F)F)cc2)c1 (some centres not stated)
    9, 0.4, -9, 4, -4, -1, 12, -7
34	C=CCn1c(-c2ccccc2)cc(SC)c(C#N)c1=O
    4, 0.2, -1, -5, -4, 2, 5, 0
35	CCCc1ccc(Oc2cc(Cl)nc(N)n2)cc1
    3, 1.4, 7, -2, 4, -9, 28, -7
36	Cc1cccc(C)c1NC1=NC2(CCCCC2)N=C(N)N1
    -14, -2.8, -6, 2, -14, -2, 4, -3
37	CC1=C(C(=O)Nc2ccc(Cl)cc2C(=O)N2CCC(C(N)=O)CC2)SCCO1
    -6, -2.8, -6, -2, 7, -5, 10, 19
38	CC(OC(=O)CNC(=O)c1ccc2ccccc2c1)C(=O)NC1CCCCC1C (configuration not stated)
    -6, 1.2, -11, 0, -3, 1, 4, 10
39	CNC(=O)CSc1nc2cc(S(=O)(=O)Nc3ccccc3OC)ccc2o1
    -11, -2.3, 4, -1, 2, 3, 4, -12
40	N#Cc1ccc(NC(=O)Cn2cnc(S(=O)(=O)N3CCc4ccccc43)c2)cc1
    12, 1.1, -11, 1, -1, -1, 11, 5

Later entries
Results follow in this order: PfG6PD inh, MPTP inh, ATG4B inh, GRIN3A LBD mod, SENP7 block, HKDC1 inhibitor, SENP8 block, SENP6 block
41	CCOc1cccc(CNCCO)c1OCc1ccc(Cl)cc1
    3, -0.6, 9, 1, -5, -10, 12, -8
42	CCOc1ccc(S(=O)(=O)NCCC(=O)OCN2C(=O)c3ccccc3C2=O)cc1
    -3, -0.6, -5, -1, 6, 0, 31, -9
43	NC(=NCc1ccccc1)C(N=Nc1ccccc1)C(=O)NCc1ccccc1 (configuration not stated)
    17, 1.6, -1, -19, x, -1, -14, x
44	Cc1ccccc1OCC(=O)Nc1nc(C)c(C(=O)N(C)C)s1
    1, 0.7, 0, -2, 4, 5, -2, 12
45	C/C(N)=C(/C#N)C(=O)CSc1ccccc1F
    -12, -1.2, 4, 0, -3, 1, 12, -8
46	Cc1ccccc1Nc1nc(N)nc(COC(=O)CCS(=O)(=O)c2ccc(Cl)cc2)n1
    34, 0.6, -9, -2, 13, 0, 7, -23
47	Cc1cc(C(=O)COC(=O)c2n[nH]c(=O)c3ccccc23)c(C)n1C(C)C
    0, 0.1, -2, -3, 3, -1, -2, -2
48	CC1CCCC(C)N1CC(O)COc1c(F)cc(Br)cc1F (configuration not stated)
    -9, 0.8, 0, 0, -7, 1, 14, 8

An excerpt from above, showing only ATG4B inh and SENP8 block:
entry | SMILES | ATG4B inh | SENP8 block
16 | O=[N+]([O-])c1ccccc1CN1CCN(Cc2c[nH]c3ccccc23)CC1 | -2 | x
21 | O=C(C1CCC1)N(CCc1ccccc1)Cc1nc2ccccc2c(=O)[nH]1 | -9 | 7
17 | COCCN(C(=O)COC(=O)COc1ccc2c(c1)CCC2)c1c(N)n(Cc2ccccc2)c(=O)[nH]c1=O | -4 | 5
4 | COc1ccc(Cl)cc1N(C(=O)c1ccco1)C(C(=O)NC1CCCC1)c1ccncc1 (configuration not stated) | -3 | 6
13 | CS(=O)(=O)N(CCC(=O)O)Cc1ccccc1 | 2 | 1
